Screening results (PubChem BioAssay)
AddAB inh = less growth of phage-infected E. coli with AddAB. E. coli expressing H. pylori AddAB, absorbance growth. inhibition, % at 11.9 µM. 330,000 tested, 0.29% active. AID 435030; in the data active means inhibition above about 12%;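 further: 0% = vehicle wells of infected cells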
Mot1-301 SUMO = SUMOylation pathway inhibition by Mot1-301 growth rescue; 320,000 tested, 1% active; growth rescue, % at 18.8 µM; S. cerevisiae Mot1-301 growth rescue, ATP luminescence, 38.5C; percent above DMSO median, 100 means doubled;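 active means every valid replicate shows activation above 250% relative to neutral control wells; inactive means the rest, any valid replicate at or below 250%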;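 further: OY570 slx delta 5 strain wells were the positive control but not used for scaling; some compounds called inactive have numbers as strong as hits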
phage Ecoli inh = E. coli growth loss with phage present. growth absorbance. AID 651602. 360,000 tested, 0.26% active. inhibition, % at 11.9 µM; in the data active means inhibition above about 11%
E coli growth = bacterial growth inhibition, counter-screen for AddAB inhibitors; E. coli V3065 growth, OD600 absorbance, 18 h; inhibition, % at 11.9 µM; 330,000 tested, 0.27% active; AID 449728;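 active means inhibition above the campaign's mean inhibition across all tested compounds plus 3 SD, cut at about 9.9% in these data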;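 further: uninfected addAB+ strain grown without phage in ampicillin broth; 0% = DMSO wells and 100% = ciprofloxacin 0.95 µg/ml wells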
PKA-R1A activ = PKA-R1A complex activation. PKA-R1A dissociation, Cy5-IP20 fluorescence polarization; scaled: DMSO 0%, 113 µM cGMP 100%. activation, % at 11.4 µM. 340,000 tested, 0.083% active. AID 504707;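 active means percent activation above the mean of all tested compounds plus 3 SD, cut at about 19% in these data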;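 further: higher means more PKAc released from R1A so a rise in polarization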
OPRM1-OPRD1 inv = inverse agonist of human OPRM1-OPRD1 heterodimerization. P35372+P41143. cell-based MOR-DOR heterodimer luminescence, inverse agonism. inhibition, % at 9.3 µM. 340,000 tested, 0.21% active. AID 504357; in the data active means inhibition above about 22%, passing the limit was not always enough;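 further: 0% = cells with DMSO and 100% = wells without cells with DMSO; values of inactives mirror those of a sister screen read the other way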
PKA-R2B activ = activates the human PKA-R2B holoenzyme complex; PKA-R2B holoenzyme dissociation, Cy5-IP20 fluorescence polarization; R2B truncated from residue 108, S112A mutant; 0% DMSO only, 100% 113 µM cGMP; activation, % at 11.4 µM; 340,000 tested, 0.079% active; AID 504700;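 active means activation above a cutoff set at the mean over all compounds plus 3 SD, cut at about 18% in these data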;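 further: higher means more holoenzyme dissociation and a rise in polarization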
Target sequence (P31323 whole entry, looked up, other chains not shown, the tested form may be a part): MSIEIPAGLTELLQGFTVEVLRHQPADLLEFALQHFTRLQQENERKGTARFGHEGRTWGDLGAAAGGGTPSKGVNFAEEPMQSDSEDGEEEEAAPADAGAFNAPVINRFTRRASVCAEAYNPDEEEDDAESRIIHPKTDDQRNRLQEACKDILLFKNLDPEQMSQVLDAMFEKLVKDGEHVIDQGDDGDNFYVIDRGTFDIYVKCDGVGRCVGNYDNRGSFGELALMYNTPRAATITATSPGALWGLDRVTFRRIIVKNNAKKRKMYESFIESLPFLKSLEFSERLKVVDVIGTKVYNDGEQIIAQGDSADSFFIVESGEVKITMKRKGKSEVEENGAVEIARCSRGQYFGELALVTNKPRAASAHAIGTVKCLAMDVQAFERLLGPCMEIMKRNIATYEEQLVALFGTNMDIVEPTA
PfHsp90 yeast 2 = growth inhibition of yeast expressing Plasmodium Hsp90. 310,000 tested, 0.32% active. inhibition, % at 9.4 µM. S. cerevisiae expressing PfHsp90, BacTiter-Glo ATP, 48 h; yeast lacking PDR1 and PDR3 efflux regulators. AID 504621;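 active means every replicate shows inhibition above about 80%, whatever the replicate mean, limit read from the data; inconclusive means mean inhibition reaches the set limit but some replicate falls short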;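 further: 0% = DMSO neutral controls and 100% = 20 µM radicicol positive controls; yeast relying on Plasmodium falciparum Hsp90 in place of its own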
HTR5A inv ag = HTR5A inverse agonism, opioid heterodimer counter-screen; HTR5A cell line, luminescence; inhibition, % at 9.3 µM; 340,000 tested, 0.083% active; in the data active means inhibition mostly above about 23%, no sharp cut-off; inactive means mostly below about 18%;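 further: 0% = cells with DMSO and 100% = no-cell wells with DMSO; some compounds called inactive have numbers as strong as hits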
Target sequence (P47898 whole entry, looked up): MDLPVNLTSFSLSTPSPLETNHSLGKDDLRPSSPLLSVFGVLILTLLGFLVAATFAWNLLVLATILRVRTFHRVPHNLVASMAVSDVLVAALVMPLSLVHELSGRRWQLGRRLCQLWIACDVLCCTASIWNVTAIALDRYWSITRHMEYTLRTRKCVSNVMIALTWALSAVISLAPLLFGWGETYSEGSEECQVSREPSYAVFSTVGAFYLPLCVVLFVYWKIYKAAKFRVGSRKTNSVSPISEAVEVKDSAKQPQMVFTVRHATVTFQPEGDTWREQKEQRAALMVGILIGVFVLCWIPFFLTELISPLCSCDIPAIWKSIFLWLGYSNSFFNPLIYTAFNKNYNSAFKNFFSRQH
Tat transport = E. coli Tat transport inhibition | AID 488895 | 340,000 tested, 0.036% active | inhibition, % at 10 µM | E. coli MC4100 TorA-mCherry Tat export, fluorescence;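 active means mean replicate inhibition at least 50% and at least half of replicates individually reaching 50%; inconclusive means only one of the two criteria met; inactive means neither criterion met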;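 further: exported cargo escapes ClpAP degradation while cytoplasmic cargo is degraded and loses fluorescence; 0% = median of neutral control wells and 100% = median of NaSCN control wells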
OPRM1-OPRD1 ag = agonists of human mu-delta opioid receptor heterodimerization. P35372+P41143. cells, OPRM1-OPRD1 heterodimerization, luminescence. activation, % at 9.3 µM. 340,000 tested, 0.3% active; in the data active means activation above about 18%;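 further: 0% = vehicle-treated cells and 100% = reference agonist; values of inactives mirror those of a sister screen read the other way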
An asterisk follows results filed as active; i = inactive; ? = inconclusive; nt = no result given; + = active, no number. This is a random part of the collection; overall some 2.2% were active at least once.

SMILES	AddAB inh	Mot1-301 SUMO	phage Ecoli inh	E coli growth	PKA-R1A activ	OPRM1-OPRD1 inv	PKA-R2B activ	PfHsp90 yeast 2	HTR5A inv ag	Tat transport	OPRM1-OPRD1 ag
O=C(NCC1CCCO1)c1onc(CSc2ccc(F)cc2)c1C(=O)O (centres undefined)	0.7	0	-0.3	1.7	4	5	2	-4	-9	-3	-0.9
Cc1cc(Cl)nc2c(C(C)C)cccc12	-2.7	-2	5.0	-1.9	-3	1	2	-47	4	-7	-0.1
CCOc1ccc(NC(=O)Nc2ccc3nsnc3c2)cc1	5.0	+	11*	2.5	3	-32	1	6	-8	-11	4.4
CCSc1nnc([C@H](Cc2c[nH]c3ccccc23)NC(=O)OC(C)(C)C)o1	-1.2	-16	3.1	-1.6	-3	1	-3	-4	-20	2	-0.1
CCC1CCc2c([nH]c3ccccc3c2=O)O1 (centres undefined)	3.1	7	3.0	-1.7	-6	18	-2	12	-39	14	-3.2
O=C(Nc1cc(S(=O)(=O)N2CCOCC2)ccc1OCC(F)(F)F)C1=COCCO1	2.8	9	-0.5	-0.7	2	-25	-3	19	-10	-3	3.8
COc1ccc(N(C)S(=O)(=O)c2cccc(C(=O)N(C)Cc3ccc(C)o3)c2)cc1	4.0	-8	5.1	3.3	-1	23	-4	1	-3	-4	-4.6
O=C(CSc1ncn[nH]1)Nc1c(Br)cc([N+](=O)[O-])cc1Br	1.4	-22	2.3	0.6	1	-46	1	-18	12	-1	6.8
COc1cc2c(cc1OC)C(=O)N1[C@H]3c4cc(Cl)ccc4OC[C@@H]3[C@H](c3ccccc3)[C@]1(C)C(=O)N2	5.2	69	3.2	2.4	-9	14	-10	-17	11	1	-2.5
CC(=O)N1CCN(c2ccc(NC(=O)c3ccc([N+](=O)[O-])cc3)cc2)CC1	6.8	205	1.6	4.1	0	1	0	12	-11	-1	-0.3
Cc1ccc(/C=N/n2c(-c3ccc(Cl)cc3)n[nH]c2=S)s1	3.3	-9	3.3	-1.6	-10	-15	1	-18	10	-6	3.0
O=C(CCCN1C(=O)/C(=C/c2ccccc2Cl)SC1=S)Nc1cccnc1	-2.2	8	-0.6	-2.5	-8	-4	3	-28	3	10	0.9
Cc1occc1-c1nnc(SCC(=O)c2ccccc2)n1CC1CCCO1 (centres undefined)	1.4	-3	2.9	-2.7	-13	21	-3	-8	-7	-4	-4.2
COc1ccc(-c2noc(C3CCCN(S(=O)(=O)c4ccc(C)c(Cl)c4)C3)n2)cc1OC (centres undefined)	0.1	20	2.8	-0.5	-3	10	0	6	-10	5	-1.8
COc1ccc(NC(=O)N(C)C[C@H]2Oc3ccc(NC(=O)C4CC4)cc3CC(=O)N([C@@H](C)CO)C[C@@H]2C)cc1	-0.3	nt	2.8	-2.9	-7	-2	-8	-7	-13	-3	0.4
O=S(=O)(Cc1cccc(C(F)(F)F)c1)c1ncn[nH]1	2.8	28	3.9	2.5	1	10	-1	7	8	0	-2.0
CC(C)c1c(C(=O)N/N=C/C2CC=CCC2)nnn1-c1nonc1N (centres undefined)	3.9	5	3.1	1.4	-4	9	4	12	9	?	-1.6
CC(C)n1ncc2c(C(=O)N3CCN(c4ccccc4)CC3)cc(-c3ccccc3)nc21	4.4	59	1.3	1.4	-14	0	-9	2	5	10	-0.1
COc1cccc(CN2CC(C(=O)N(C)Cc3ccc(C)cc3)CCC2=O)c1 (centres undefined)	2.4	1	1.7	-1.3	-7	10	0	-3	9	3	-1.9
Cc1ccc(C(C)C)c(OCc2nnc(SCC(=O)Nc3nccs3)n2C)c1	-0.4	-5	-0.1	-2.6	-1	18	-1	6	-7	-6	-3.3
CCOC(=O)/C=C1\SCC(=O)N1CC(=O)Nc1ccc(OC)c(OC)c1	1.4	-24	-0.5	-1.5	-10	7	-5	-12	-15	1	-1.3
COc1cccc(/C=N\Nc2nncc(-c3ccccc3)n2)c1	3.4	-2	3.3	2.4	8	6	-2	0	-7	-4	-1.0
O=C(CSc1nc2ccc(Cl)cc2[nH]1)NCc1ccco1	1.5	358*	3.2	-1.7	1	-5	-2	-75	-3	0	1.0
CCOC(=O)c1c(C)cc(C)n2c1nc1ccccc12	3.6	i	2.2	-1.4	-3	14	-8	nt	4	2	-2.4
Cc1cc(C(=O)N2CCc3ccccc32)c2cc(F)ccc2n1	-0.5	8	1.5	0.3	-2	-17	-3	13	-9	3	3.1

(next part)
SMILES	AddAB inh	Mot1-301 SUMO	phage Ecoli inh	E coli growth	PKA-R1A activ	OPRM1-OPRD1 inv	PKA-R2B activ	PfHsp90 yeast 2	HTR5A inv ag	Tat transport	OPRM1-OPRD1 ag
O=C(CSc1nnnn1-c1ccccc1)Nc1ncc2c(n1)CC(c1ccccc1)CC2=O (centres undefined)	-1.3	-6	2.0	0.3	-10	-8	-7	10	-13	-2	1.5
C=CCSc1nc2ccccc2n1S(=O)(=O)c1ccc(C)cc1	3.6	18	3.1	2.4	4	2	3	15	7	-6	-0.5
c1ccc2c(c1)Oc1cccc3cccc-2c13	-0.1	24	2.8	-2.8	-13	-8	0	2	-2	6	1.5
O=C1C2C3C=CC(CC3)C2C(=O)N1c1nccs1 (centres undefined)	1.1	7	2.5	3.2	-8	9	1	1	16	-2	-1.5
Cc1cc(C)cc(N2CN=C3SCC(=O)N3C2)c1	0.9	-6	2.6	-2.2	-5	15	15	21	-8	2	-2.9
C[C@H](CO)N1C[C@H](C)[C@@H](CN(C)C(=O)Nc2ccccc2)Oc2ccc(NC(=O)NC3CCCCC3)cc2C1=O	1.6	-24	2.2	-0.5	-9	8	-5	-13	1	-12	-1.5
CC(C)[C@H](NS(=O)(=O)c1cccc(C(F)(F)F)c1)C(=O)OCC(=O)NC(=O)NCc1ccco1	0.0	-1	1.6	-1.7	2	-15	-13	-11	8	13	3.8
Cc1cc(C)nc(SCC(=O)c2ccc(Cl)cc2)n1	-0.1	-10	2.5	2.7	-16	6	-6	6	-12	8	-1.3
CCN(C(=O)COC(=O)CNC(=O)c1cccc(C)c1)c1c(N)n(Cc2ccccc2)c(=O)[nH]c1=O	-0.2	422	6.1	-0.2	-2	12	6	nt	12	-2	-2.2
Cc1sc2nc3n(c(=O)c2c1C)CCCCC3	-0.3	nt	0.5	-1.6	13	13	-3	-19	-4	2	-2.7
O=C(CN1CCC2(CC1)OCCO2)c1ccc2cc[nH]c2c1	1.7	5	2.5	1.1	-12	21	-6	-9	4	-2	-4.1
COC(=O)C(Cc1ccccc1)NC(=O)c1ccc(C)cc1 (centres undefined)	0.6	-18	2.9	0.2	-7	-6	-4	-15	11	-7	0.9
CCOC(=O)CCc1c(C)c2ccc(OCc3cc([N+](=O)[O-])ccc3OC)cc2oc1=O	1.0	-5	2.3	-1.2	-27	6	-5	18	17	-6	-1.0
COc1cccc(NC(=O)C2c3cc(OC)c(OC)cc3C(=O)N(C)C2c2cccnc2)c1 (centres undefined)	0.3	-11	1.4	-2.5	-2	-7	-2	21	-6	-2	1.3
NC(=O)/C(=C/c1ccco1)NC(=O)c1ccc(Br)o1	0.2	-7	1.7	1.0	-8	14	-6	1	4	-4	-2.5
CC(C)c1csc(CN2CCN(Cc3ccc(F)cc3)C(CCO)C2)n1 (centres undefined)	2.1	-5	2.8	-1.3	4	8	-5	17	-10	0	-1.7
CN1CCC(NC(=O)NC2CCCCC2)CC1	0.4	-6	2.0	-1.3	5	8	-8	-9	-2	1	-1.6
O=C(Cn1ccc2ccccc2c1=O)NCC(=O)N1CCCCC1	2.7	250	1.0	0.4	-2	8	4	-5	5	9	-1.2
Cc1nc(-c2ccc(Cl)cc2)sc1C(=O)O	1.8	-6	0.2	2.1	3	0	8	11	-22	-1	0.1
CCN(C(=O)CSc1nc2ccccc2n1CCc1ccccc1)C1CCS(=O)(=O)C1 (centres undefined)	4.3	-1	4.3	-0.3	-9	9	-13	18	9	6	-1.9
CCCCCCNC(=O)CCCCCNS(=O)(=O)c1ccc(Br)cc1	1.0	0	3.3	1.5	-12	-12	5	-18	27	2	2.7
CCOC(=O)c1ccccc1NC(=O)c1nc2nccc(C)n2n1	2.9	-3	2.1	0.9	-2	2	-2	-35	-7	5	-0.3
O=C(Oc1ccc(F)cc1)c1cccnc1	0.7	13	-0.9	1.2	-2	16	-6	25	-15	2	-3.4
O=C(O)/C=C/c1cccc(NC(=O)c2ccc(Cl)cc2)c1	0.0	-6	4.9	0.2	-6	6	-3	30	-20	-19	-1.2
CC(C)(C)NC(=O)c1nc2ccccc2s1	3.3	8	2.0	-1.1	-22	15	-13	8	-1	-2	-3.6

Next results follow.
SMILES	AddAB inh	Mot1-301 SUMO	phage Ecoli inh	E coli growth	PKA-R1A activ	OPRM1-OPRD1 inv	PKA-R2B activ	PfHsp90 yeast 2	HTR5A inv ag	Tat transport	OPRM1-OPRD1 ag
CSCC[C@H](NC(=O)c1ccc(Cl)c(S(=O)(=O)N2CCCC2)c1)c1nc2ccccc2[nH]1	1.8	-5	4.3	-0.1	-14	5	-7	13	14	1	-0.8
Cc1ccc(C(=O)N(Cc2ccc3c(c2)OCO3)Cc2nc3ccccc3c(=O)[nH]2)cc1	2.4	-13	2.8	-0.7	-12	-22	-1	21	4	19	3.6
Cc1nc(SCC(=O)N2c3ccccc3Sc3ccccc32)n[nH]1	3.0	-3	2.3	-2.2	-3	-1	-1	4	11	-3	0.1
COc1cccc(CN(C(=O)Cc2c[nH]c3ccccc23)C(C(=O)NC2CCCCC2)c2ccc(C)o2)c1 (centres undefined)	1.2	4	4.8	1.2	-8	-5	0	-8	-2	?	0.9
O=C(NCC(=O)N(c1ccccc1)C(C(=O)NCC1CCCO1)c1ccccc1)c1ccco1 (centres undefined)	1.2	42	0.8	0.1	4	-13	3	1	12	1	2.2
CCn1c(SC(C)C(=O)O)nnc1-c1cccnc1 (centres undefined)	-0.5	-10	2.2	-3.7	-4	13	6	20	-10	-3	-2.5
CC(NC(=O)COc1ccc(S(=O)(=O)N2CCCC2)cc1)c1ccccc1 (centres undefined)	2.6	-6	0.7	-2.1	-1	1	-3	-2	15	1	-0.1
O=C(O)CCCCCNS(=O)(=O)c1ccc2c(c1)OCCO2	5.1	161	2.8	2.6	-2	14	8	-9	8	1	-2.7
CC(OC(=O)CCN1C(=O)C2CC=CCC2C1=O)C(=O)Nc1ccc(F)cc1 (centres undefined)	nt	nt	2.8	nt	-12	11	-8	-6	8	-5	-2.0
Nc1c(C(=O)c2ccc(Cl)cc2)sc2nc3c(cc12)CCC3	4.2	-4	2.5	3.1	9	-29	4	-10	-15	3	5.8
N#Cc1sc(=O)[nH]c1Cl	2.1	0	2.9	-0.5	-2	-2	-9	15	-7	6	0.4
Cc1nonc1CN(C)C(=O)CC1C(=O)NCCN1Cc1ccc(F)c(F)c1 (centres undefined)	-1.4	-10	1.8	-1.5	4	17	7	-1	0	-2	-3.3
